From PubChem
PAD4 inh: PAD4 (human) enzyme inhibition. AID 485272. recombinant PAD4, RCA probe fluorescence polarization. Q9UM07. inhibition, % at 6.36 µM. 330,000 tested, 0.41% active;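 active means percent inhibition above a cutoff equal to the mean of all tested compounds plus 3 SD, cut at about 15% in these data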;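 further: 0% = PAD4 with RCA probe and DMSO and 100% = probe without PAD4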
PAFAH1B2 inh: blocks human PAF acetylhydrolase 1b catalytic subunit 2. P68402. recombinant PAFAH1B2, FP-rhodamine activity probe, fluorescence polarization. inhibition, % at 3.39 µM. 340,000 tested, 1.2% active. AID 492953;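 active means inhibition above the mean of all tested compounds plus 3 SD, cut at about 24% in these data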;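 further: 0% = enzyme with DMSO and 100% = wells lacking PAFAH1B2; many of its hits are not listed in these tables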
PAFAH2 inh: PAFAH2 (human) inhibition; Q99487; recombinant PAFAH2, FP-rhodamine activity probe, fluorescence polarization; inhibition, % at 3.39 µM; 340,000 tested, 0.99% active;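 active means inhibition above the mean over all tested compounds plus 3 SD, cut at about 30% in these data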;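 further: inhibitors block probe labeling of enzyme so polarization drops; 0% = enzyme with DMSO and 100% = wells lacking PAFAH2 protein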
PAFAH1B3 inh: blocks human PAF acetylhydrolase 1B catalytic subunit 3. Q15102. recombinant PAFAH1B3, FP-rhodamine probe, fluorescence polarization. inhibition, % at 3.39 µM. 340,000 tested, 0.28% active. AID 492972;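 active means inhibition above the screen-wide average of all tested compounds plus 3 SD, cut at about 25% in these data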;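 further: 0% = enzyme with DMSO only and 100% = wells lacking PAFAH1B3 protein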
pPAFAH FP inh: inhibitors of human plasma PAF acetylhydrolase (pPAFAH). recombinant pPAFAH, FP-rhodamine probe fluorescence polarization. inhibition, % at 3.39 µM. 330,000 tested, 1.5% active. AID 463082;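 active means inhibition above the mean inhibition across the screen plus 3 SD, cut at about 25% in these data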;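 further: inhibitors block binding of the rhodamine activity-based probe so polarization drops; 0% = enzyme with DMSO and 100% = wells lacking pPAFAH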
Target sequence (Q13093 whole entry, looked up): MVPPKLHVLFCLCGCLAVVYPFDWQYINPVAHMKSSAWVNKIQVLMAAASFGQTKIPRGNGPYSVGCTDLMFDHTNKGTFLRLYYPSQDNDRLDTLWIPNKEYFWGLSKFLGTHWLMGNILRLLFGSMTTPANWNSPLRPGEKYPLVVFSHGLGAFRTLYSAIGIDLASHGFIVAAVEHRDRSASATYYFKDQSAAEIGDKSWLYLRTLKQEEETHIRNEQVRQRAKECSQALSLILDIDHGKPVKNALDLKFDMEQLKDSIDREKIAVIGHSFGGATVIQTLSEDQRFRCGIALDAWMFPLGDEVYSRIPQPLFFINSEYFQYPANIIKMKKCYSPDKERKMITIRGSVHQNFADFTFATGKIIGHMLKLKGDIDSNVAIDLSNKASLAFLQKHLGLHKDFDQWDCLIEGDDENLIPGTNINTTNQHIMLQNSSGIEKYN
GSTO1 counter: blocks human GSTO1 in RBBP9 counter-screen | P78417 | recombinant GSTO1, activity-based probe fluorescence polarization | inhibition, % at 5.96 µM | 300,000 tested, 1.1% active;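 active means inhibition above the campaign mean inhibition plus 3 SD, cut at about 35% in these data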;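 further: 0% = GSTO1-1 with DMSO and 100% = wells lacking GSTO1-1 enzyme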
Target sequence (P78417 whole entry, looked up): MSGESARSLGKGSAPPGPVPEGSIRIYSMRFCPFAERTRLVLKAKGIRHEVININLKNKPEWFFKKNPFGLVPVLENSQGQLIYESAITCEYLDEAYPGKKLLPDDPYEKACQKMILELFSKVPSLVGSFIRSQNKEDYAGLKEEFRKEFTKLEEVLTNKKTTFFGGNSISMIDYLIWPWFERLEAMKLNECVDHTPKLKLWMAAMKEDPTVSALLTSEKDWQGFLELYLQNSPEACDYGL
PME-1 primary: PME-1 (human) inhibition. Q9Y570. recombinant PME-1, FP-Rh probe fluorescence polarization. inhibition, % at 5.9 µM. 320,000 tested, 0.53% active. AID 2130;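 active means inhibition above the campaign mean of all compounds plus 3 SD, cut at about 26% in these data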;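 further: competitive labeling of PME-1 active site by serine hydrolase directed probe; 0% = PME-1 with DMSO and 100% = wells lacking PME-1 enzyme; inhibitors block probe labeling so polarization falls and inhibition rises; many of its hits are not listed in these tables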
LYPLA1 inh: LYPLA1 (human) inhibition in PME1 counter-screen; inhibition, % at 5.9 µM; O75608; recombinant LYPLA1, FP-Rh probe fluorescence polarization; 320,000 tested, 0.16% active; AID 2174;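 active means inhibition above the mean of all tested compounds plus 3 SD, set per campaign, cut at about 14% in these data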;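 further: inhibitors block serine hydrolase probe labeling of LYPLA1 so polarization falls; 0% = enzyme with DMSO and 100% = wells lacking LYPLA1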
Fam108B inh: counter-screen for RBBP9 inhibitors: inhibitors of mouse Fam108B; inhibition, % at 9.51 µM; recombinant Fam108B, FP-Rh probe fluorescence polarization; 300,000 tested, 0.33% active;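 active means inhibition above the screen mean inhibition plus 3 SD, computed separately per campaign, cut at about 18% in these data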;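 further: inhibitors lower polarization as less probe binds the enzyme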
Active calls of the source: *; . = no result given.

Order of results: PAD4 inh	PAFAH1B2 inh	PAFAH2 inh	PAFAH1B3 inh	pPAFAH FP inh	GSTO1 counter	PME-1 primary	LYPLA1 inh	Fam108B inh
O=C(NC1CCCCC1)c1ccc(S(=O)(=O)NCc2cccnc2)cc1
    2	-1	3	3	-3	5	2	-1	13
COc1ccc(C(=O)C2CCCN(C3Cc4ccccc4C3)C2)c(OC)c1 (centres undefined)
    -5	-1	8	6	5	1	-5	-2	-1
COCCNC(=O)CN1CCC(NC(=O)Nc2ccccc2)CC1
    -2	3	-2	2	8	4	1	-1	1
O=C(Cc1ccc(F)cc1)N/N=C/c1ccncc1
    0	0	-3	4	5	5	0	2	2
O=C1CCCN1c1ccc(S(=O)(=O)Nc2ccc3c(c2)OCCO3)cc1
    -6	0	1	9	7	8	-1	1	-1
CCCCCCCC(=O)NN1CCOCC1
    -8	0	0	3	-3	-5	-11	0	-4
O=C(Nc1ccc(Br)cc1)c1cc(-c2ccncc2)nc2ccccc12
    -5	-3	-12	0	11	.	.	.	.
COc1ccc(NC(=O)CN2CCC(C)CC2)c([N+](=O)[O-])c1
    2	-4	-2	12	3	21	-2	0	-1
COc1ccc(C2CC(c3cccs3)=NN2C(=O)CSc2nc3c(cnn3-c3ccccc3)c(=O)[nH]2)cc1 (centres undefined)
    3	-6	-14	-1	-3	3	-9	-4	4
c1ccc2nc(-c3ccc(-n4ccnc4)cc3)ccc2c1
    0	2	-5	1	1	-10	0	-3	-3
COc1ccc(F)cc1S(=O)(=O)NCC(c1ccc2c(c1)OCO2)N1CCN(C)CC1 (centres undefined)
    -2	0	-3	2	2	1	2	4	-2
CC(=O)N1CCC(C(=O)OCc2ccccc2F)(c2ccccc2)CC1
    1	10	1	5	3	-3	0	-2	1
C#CCOCCOCCOCCNc1nc(N2CCN(C(=O)CCCCCCCCCCNC(=O)[C@H](CCCCN)n3cc(CCCC(=O)O)nn3)CC2)nc(N2CCN(C(=O)CCCCCCCCCCNC(=O)[C@H](CCCCN)n3cc(CCCC(=O)O)nn3)CC2)n1
    7	0	-3	-6	8	0	-2	-3	-2
O=C1CCC(C(=O)O)N1 (centres undefined)
    1	5	1	15	5	5	1	1	-4
S=C(NCCSCc1ccc(Cl)cc1Cl)Nc1ccccc1
    -1	17	-8	-4	0	-13	-39	-23	-17

Other structures follow.
Order of results: PAD4 inh	PAFAH1B2 inh	PAFAH2 inh	PAFAH1B3 inh	pPAFAH FP inh	GSTO1 counter	PME-1 primary	LYPLA1 inh	Fam108B inh
COc1ccc(NC(=O)c2ccsc2NC(C)=O)cc1
    -4	7	4	3	5	2	1	-2	1
CC(=O)N1CCC(N(CCN2CCOCC2)C(=S)Nc2cccc(C)c2)CC1
    -7	5	-6	-4	2	-2	8	-1	3
CN1CCN(S(=O)C23CC4CC(CC(C4)C2)C3)CC1 (centres undefined)
    1	-2	-5	3	-1	6	1	-1	4
COc1cccc2c1OCC(CN1CCN(C3CCCCC3)C(CCO)C1)=C2 (centres undefined)
    4	7	-5	-4	-1	1	-1	-5	-3
CN(CCO)C1=CC(=O)CC(C)(C)C1
    -1	0	8	3	0	5	1	-1	1
O=C(Cc1ncon1)Nc1ccc(F)c(F)c1F
    1	2	-8	7	3	21	0	2	2
Cc1ccc(C(=O)COC(=O)CCN2C(=O)C3C4CC(C(Br)C4Br)C3C2=O)cc1 (centres undefined)
    -3	-1	3	-1	10	0	2	-5	4
CC1CCN(C(=O)c2cc3nc(C4CC4)cc(C(F)(F)F)n3n2)CC1
    7	1	2	2	3	7	-1	1	3
CCCc1nn(C)c(C(=O)Nc2ccc(C)c(C)c2)c1Cl
    -5	5	-8	6	2	6	-2	-4	5
Cc1ccc(Cn2cc(/C=N/NC(=O)Cc3nnc(NC(=O)c4ccc(C)cc4)s3)c3ccccc32)cc1
    -3	2	-1	7	1	8	-1	-5	-1
COc1ccc(C)cc1C(=O)CCC(=O)NC1CCCCC1
    -3	2	4	5	-1	-7	-3	1	-2
Cc1cc(C)n2nc(SCC(=O)Nc3ccccc3F)nc2n1
    -2	-1	1	14	-2	.	2	-3	.
OCCn1ccc(-c2ccccc2OCc2ccc(F)cc2)n1
    1	5	0	7	2	0	2	-5	1
COC(=O)c1cc(NS(=O)(=O)c2ccc(N3CCCCC3)c([N+](=O)[O-])c2)cc(C(=O)OC)c1
    -3	11	-15	5	17	-240	11	-5	4
C=CCc1c(C)nc2cc(-c3ccc(C)cc3)[nH]n2c1=O
    -1	1	0	1	1	-11	-92	-3	-3

New compounds follow.
Order of results: PAD4 inh	PAFAH1B2 inh	PAFAH2 inh	PAFAH1B3 inh	pPAFAH FP inh	GSTO1 counter	PME-1 primary	LYPLA1 inh	Fam108B inh
O=C1OC(N2C(=O)CC[C@H]2C(=O)Nc2ccc3c(c2)OCO3)c2ccccc21 (some centres undefined)
    -5	1	6	8	4	-8	-6	1	3
O=C(/C=C\N1CCOCC1)c1ccc(Br)cc1
    4	2	-6	12	9	1	0	-1	3
Cc1cccc(C)c1OCC(O)CNC(C)(C)C (centres undefined)
    0	0	-1	-2	-3	10	-6	2	-3
Fc1ccccc1N1CCN(CC2CC3C=CC2C3)CC1 (centres undefined)
    1	1	3	1	1	1	-1	1	-3
CN1CCN(S(=O)(=O)c2ccc(-c3noc(C4CCN(S(C)(=O)=O)CC4)n3)cc2)CC1
    0	9	10	2	3	4	8	-1	-3
CCOC(=O)c1c(NC(=O)CCS(=O)(=O)c2ccccc2)sc2c1CCN(C(C)C)C2
    -5	10	2	5	-5	3	0	2	-5
COc1ccc(OC)c(NC(=O)c2cnc(Nc3ccccc3OC)c3ccccc23)c1
    2	-1	6	-7	8	-1	5	-5	1
COC(=O)Cc1ccc(NC(=S)Nc2ccccn2)cc1
    1	3	7	4	1	7	7	1	2
COc1ccc(CC(=O)Nc2cccc(C(C)=O)c2)cc1S(=O)(=O)N1CCOCC1
    2	2	0	9	3	.	-1	-1	.
CCOc1ccc(OCC)c(S(=O)(=O)n2cc(C)nc2CC)c1
    -2	1	-1	3	5	7	-1	-1	1
C/C(CCc1ccc2c(c1)OCO2)=N\N=C1\NC(=O)CC(C(=O)Nc2ccccc2)S1 (centres undefined)
    -4	4	-1	0	7	8	-3	2	0
COc1ccc(C(=O)CSc2ncnc3nc[nH]c23)cc1
    -1	2	5	4	0	8	0	3	-2
COc1ccc(-c2nc3c(c(SCC(=O)Nc4cccc(O)c4)n2)Cc2c(CO)cnc(C)c2O3)cc1
    -8	-25	-47	-35	-18	-61	-59	-28	-54
CCN1C(=O)C2C(c3cccc(F)c3)NC(C)(C(=O)OC)C2C1=O (centres undefined)
    -1	4	0	5	-2	3	-1	1	0
COC(=O)[C@@]12CCCCN1[C@H](c1ccc(-c3ccc(C(C)=O)cc3)c(OC)c1)[C@@H]1C(=O)N(C)C(=O)[C@@H]12
    -7	5	-3	6	0	-3	-4	-5	-5

(further entries)
Order of results: PAD4 inh	PAFAH1B2 inh	PAFAH2 inh	PAFAH1B3 inh	pPAFAH FP inh	GSTO1 counter	PME-1 primary	LYPLA1 inh	Fam108B inh
O=c1c2cc(-c3ccccc3)sc2ncn1/N=C/c1ccco1
    -5	4	8	-2	26*	11	0	-2	-1
CCOC(=O)c1cc2c(nc1C)-c1cc(Cl)cc(Cl)c1OC2O (centres undefined)
    -3	-3	8	-3	7	-6	3	6	1
O=C(CN1C(=O)c2cccc3cccc1c23)Nc1ccc2c(c1)OCO2
    2	-1	7	1	2	8	-3	-3	-1
O=C(Nc1nc2ccccc2s1)c1ccccc1
    -1	10	8	0	-2	5	-3	-4	-3
COC(=O)c1c(-c2cccnc2)csc1NC(=O)c1ccc2c(c1)OCO2
    5	-4	4	-13	-4	3	-1	-2	-3
Cc1ccc(-c2nnc(Nc3ccc(CC(N)=O)cc3)c3ccccc23)cc1S(N)(=O)=O
    0	10	-4	4	2	0	-1	1	4
CCCCC(CC)C(=O)NCc1ccc(F)cc1 (centres undefined)
    -1	4	-2	3	-1	4	4	4	8
CCC(=O)NCCc1cc2ccc(C)cc2[nH]c1=O
    -3	0	-3	0	-2	25	2	0	-1
C=CCOc1ccc(/C=C/C(=O)OCC(=O)NC(C)c2ccc(F)cc2)cc1 (centres undefined)
    -9	-7	33*	10	-1	-1	0	2	0

Some of the compounds tested; count on the stated rates, not on these rows.
